FLuc stim CS – firefly luciferase counter-screen for stimulation assays; activation factor at 10 µM; ATPlite luciferase biochemical, luminescence, 10 min; 0 = ATP-free wells, 1 = DMSO control; P08659; 200,000 tested, under 10 active; AID 1027;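 active = luciferase activation factor, scaled between plate controls, of at least 2 with compound at 10 µM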
Target sequence (P08659 whole entry, looked up): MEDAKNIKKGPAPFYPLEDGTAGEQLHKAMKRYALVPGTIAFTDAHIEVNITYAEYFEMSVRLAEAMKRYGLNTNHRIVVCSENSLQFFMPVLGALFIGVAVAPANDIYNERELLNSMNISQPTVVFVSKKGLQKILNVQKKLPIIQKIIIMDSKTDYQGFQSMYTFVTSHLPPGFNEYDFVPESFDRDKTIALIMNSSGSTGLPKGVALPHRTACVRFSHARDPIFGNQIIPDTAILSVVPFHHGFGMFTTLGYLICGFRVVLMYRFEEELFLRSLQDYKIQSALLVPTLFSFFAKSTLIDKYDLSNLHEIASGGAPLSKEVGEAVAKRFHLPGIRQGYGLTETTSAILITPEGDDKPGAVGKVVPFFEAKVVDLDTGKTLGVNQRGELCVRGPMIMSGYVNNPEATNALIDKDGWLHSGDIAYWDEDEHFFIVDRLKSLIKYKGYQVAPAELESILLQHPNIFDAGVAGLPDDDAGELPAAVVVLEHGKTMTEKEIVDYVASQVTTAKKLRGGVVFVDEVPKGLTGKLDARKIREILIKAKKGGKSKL
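Material: luciferase plus luciferin reagent, cell-free. Medium: PBS buffer for ATP. Also added: ATP substrate, dispensed from a 10.24 µM working solution in PBS. Doses: test compounds dosed from 2 mM stocks in 100% DMSO. Incubation: 10 min post-reagent at room temperature. Technique: light output (luminescence). Read-out basis: luminescence gain marking luciferase activators.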
TNAP inh no acc – inhibitors of human TNAP without phosphate acceptor. purified TNAP, CDP-star luminescence, 30 min. inhibition, % at 20 µM. AID 1012. 200,000 compounds, 0.26% hits;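 active = tissue-nonspecific alkaline phosphatase inhibition above about 50% at 20 µM in the single-dose screen, limit read from the data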;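 note: 0% = DMSO negative control and 100% = EDTA positive control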
APP 5UTR inh – APP translation inhibition; SH-SY5Y APP 5'UTR-luciferase reporter, luminescence; inhibition, % at 2 µM; 190,000 compounds, 0.82% hits; AID 1285;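 active = inhibition above a set limit, derived from the sample mean plus 3 SD, cut at about 45% in these data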; note: values of inactives mirror those of a sister screen read the other way
bIAP inh – intestinal alkaline phosphatase (bovine) inhibition; inhibition, % at 20 µM; AID 1019; 190,000 tested, under 10 active; purified bovine IAP, CDP-star luminescence, 30 min;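 active = over 50% inhibition of intestinal alkaline phosphatase at 20 µM in the single-dose screen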
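test system = bovine IAP enzyme | medium = DEA buffer 100 mM, pH 9.8, with MgCl2 1.0 mM, ZnCl2 0.02 mM | detection = luminescence | dosing = single compound dose of 20 µM, 2% DMSO final | incubation = 30 min reaction at room temperature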
TNAP act hiacc – activators of human TNAP at high phosphate acceptor concentration | activation factor at 20 µM | purified TNAP, CDP-star luminescence, 1 M DEA, 30 min; stronger effect = higher value; 0 = EDTA background, 1 = DMSO-only activity | P05186 | 200,000 tested, under 10 active;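 active = activation factor at least 2 at 20 µM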
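Test system – human TNAP · Doses – 20 µM single point · Incubation – 30 min, room temperature · Signal – luminescent substrate turnover signal · Read-out basis – activation factor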
TNAP inh hiacc – inhibitors of human TNAP at high phosphate acceptor concentration. P05186. purified TNAP, CDP-star luminescence, 1 M DEA. 200,000 compounds, 0.03% hits. inhibition, % at 20 µM;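 active = over 50% inhibition of tissue-nonspecific alkaline phosphatase at 20 µM in the single-dose screen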;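 note: plate controls were DMSO wells for no effect and EDTA-quenched wells as full inhibition for full effect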
FLuc inh counter – Photinus pyralis luciferase inhibition counter-screen. P08659. ATPLite firefly luciferase biochemical luminescence, 10 min. inhibition, % at 10 µM. 200,000 compounds, 1.5% hits. AID 1006;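 active = inhibition above about 50% when tested at 10 µM, limit read from the data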
RAM network inh – inhibitors of the yeast RAM network; S. cerevisiae dse1pr::URA3 reporter, 5-FOA growth OD615, 2 d; analog-sensitive cbk1-as2 kinase mutant strain; inhibition, % at 50 µM; 190,000 compounds, 1.8% hits; AID 868;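 active = inhibition above a set limit, 3 SD over mean compound inhibition, cut at about 8.4% in these data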;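 note: 0% = DMSO-only wells with no growth and 100% = 10 µM 1-NA-PP1 full growth; inhibition rescues growth on 5-FOA so higher OD means more RAM inhibition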
L major viab – Leishmania major promastigote growth inhibition. Leishmania major promastigotes, resazurin fluorescence viability. inhibition, % at 10 µM. 200,000 compounds, 9% hits. AID 1063; in the data active = inhibition above about 50%;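 note: promastigotes grown with compound for 44 hours at 28 °C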
bIAP act – increases bovine intestinal alkaline phosphatase activity | 200,000 compounds, 0.17% hits | activation factor at 20 µM | purified bovine IAP, CDP-star luminescence, 30 min; stronger effect = higher value; fold of DMSO-control signal, blank-subtracted;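 active = activation factor of 2 or more at 20 µM, a signal rise over negative controls twice the positive control's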
Active calls of the source: *; · = no result given.

Sequence of screens – FLuc stim CS	TNAP inh no acc	APP 5UTR inh	bIAP inh	TNAP act hiacc	TNAP inh hiacc	FLuc inh counter	RAM network inh	L major viab	bIAP act
> O=C(Cc1ccccc1)NC(=S)Nc1ccc2oc(-c3ccccc3)nc2c1
  1.1	-7	-68	7	1	0	-7	6.0	-5	0.9
> O=C(Oc1coc(CSc2nnc(NC(=O)C3CC3)s2)cc1=O)c1c(F)cccc1F
  1	-13	-9	-20	1	-3	-1	7.1	3	1.2
> CC(Sc1nc2ccccc2c(=O)n1Cc1ccco1)C(=O)c1ccccc1 (stereo not given)
  1.1	7	21	4	1	-4	-9	3.6	5	1
> COc1ccccc1-n1cnnc1SCC(=O)Nc1nc(C)c(Cl)cc1Cl
  1.1	-10	-6	9	1	0	-6	0.9	27	0.9
> CCOC(=O)Cn1cc(C=O)c2ccccc21
  1.1	-13	-25	13	1.1	-8	-7	-1.6	-2	0.9
> Cc1c(C(=O)O)oc2c1ccc1ccccc12
  1	0	4	4	1.1	-13	-4	-0.4	-6	1
> COc1ccc2c(c1)c(=O)c(C(=O)c1ccccc1)cn2Cc1ccccc1
  1	2	-17	-1	1	-3	0	1.1	49	1
> COc1ccc(C(=O)O)cc1S(=O)(=O)N(C)CCc1cccnc1
  1	-8	-3	0	1	-2	1	1.2	-9	1
> CC(C)CNC1=C(C(=S)Nc2ccccc2)C(=O)CC(C)(C)C1
  1.1	-7	-12	-13	1	-5	-8	2.5	7	1.1
> CSCCCNC(=S)N1CCN(c2ccc(C(C)=O)cc2)CC1
  1.1	-12	13	5	1	-1	-6	0.5	19	0.9
> Cc1ccccc1NC(=O)CC1c2ccccc2CC(C)(C)N1C (stereo not given)
  1	0	4	-4	1	-1	-5	1.4	-2	1
> CC(=O)N1CCN(C(=O)CC2OC(=O)c3ccccc32)CC1 (stereo not given)
  1	-8	-16	-9	1	-2	-2	-1.3	4	1.1
> Cc1ccc(NC(=O)CN2CCCCCC2)cc1[N+](=O)[O-]
  1	-5	-20	30	1	-3	-3	-0.8	7	0.7
> O=C(Cc1ccc(-n2cccc2)cc1)N1CCN(c2ccccc2F)CC1
  1.1	-11	3	1	1	-3	-6	1.5	9	1
> O=C(NCC1CCCO1)c1cccc(NC(=O)c2ccco2)c1 (stereo not given)
  1.1	-11	-55	14	1	-3	-5	0.8	42	0.9

Shown field by field: entries from further up.
Cc1c(C(=O)O)oc2c1ccc1ccccc12
  FLuc stim CS: 1
  TNAP inh no acc: 0
  APP 5UTR inh: 4
  bIAP inh: 4
  TNAP act hiacc: 1.1
  TNAP inh hiacc: -13
  FLuc inh counter: -4
  RAM network inh: -0.4
  L major viab: -6
  bIAP act: 1

COc1ccc2c(c1)c(=O)c(C(=O)c1ccccc1)cn2Cc1ccccc1
  FLuc stim CS: 1
  TNAP inh no acc: 2
  APP 5UTR inh: -17
  bIAP inh: -1
  TNAP act hiacc: 1
  TNAP inh hiacc: -3
  FLuc inh counter: 0
  RAM network inh: 1.1
  L major viab: 49
  bIAP act: 1

COc1ccc(C(=O)O)cc1S(=O)(=O)N(C)CCc1cccnc1
  FLuc stim CS: 1
  TNAP inh no acc: -8
  APP 5UTR inh: -3
  bIAP inh: 0
  TNAP act hiacc: 1
  TNAP inh hiacc: -2
  FLuc inh counter: 1
  RAM network inh: 1.2
  L major viab: -9
  bIAP act: 1

CC(C)CNC1=C(C(=S)Nc2ccccc2)C(=O)CC(C)(C)C1
  FLuc stim CS: 1.1
  TNAP inh no acc: -7
  APP 5UTR inh: -12
  bIAP inh: -13
  TNAP act hiacc: 1
  TNAP inh hiacc: -5
  FLuc inh counter: -8
  RAM network inh: 2.5
  L major viab: 7
  bIAP act: 1.1

New compounds follow.
Sequence of screens – FLuc stim CS	TNAP inh no acc	APP 5UTR inh	bIAP inh	TNAP act hiacc	TNAP inh hiacc	FLuc inh counter	RAM network inh	L major viab	bIAP act
> COc1ccc(NC(=O)N2CCN(c3ccc([N+](=O)[O-])cc3)CC2)cc1
  1.1	-2	-2	-19	1	1	-5	6.2	-4	1.2
> O=C(NCC(=O)N(c1cccnc1)C(C(=O)NC1CCCCC1)c1cccnc1)c1ccco1 (stereo not given)
  1	-6	-6	1	1	-1	-1	1.1	-7	1
> Cc1ccc(C2(CCNS(=O)(=O)c3ccc(C)cc3)CCOC(C(C)C)C2)cc1 (stereo not given)
  1	-20	2	-2	1	-2	-3	15*	63*	1
> Oc1ccc(/C=N/n2c(-c3ccco3)csc2=Nc2cccnc2)c(O)c1
  1	-7	16	-5	1	-3	-4	5.8	99*	1.1
> COc1cc(N2CCCC2)c(OC)cc1/C=C(/C#N)c1ccc(Br)cc1
  1	14	8	42	0.8	21	-5	7.9	-1	0.6
> Cc1ccc(/C=c2\sc3n(c2=O)CN(c2cccc(Br)c2)CN=3)o1
  1	6	8	-3	1	2	-4	2.1	-1	1
> Cc1ccc2nc(-c3ccc(NS(C)(=O)=O)cc3)cc(-c3ccccc3)c2c1
  1	-3	-10	0	1	-3	-1	-2.3	7	1
> COc1ccc(NC(=O)c2c(C)cc(=O)oc2C)c(OC)c1
  1	0	-10	2	1	4	1	0.7	-7	1
> CC(C)CC(c1nnnn1CC1CCCO1)N1CCN(Cc2ccc3c(c2)OCO3)CC1 (stereo not given)
  1	-12	0	2	1	-2	-4	0.7	14	1
> Fc1ccccc1CNc1ccc(Cl)cc1
  1	-9	-15	10	1	-3	-3	-0.3	0	0.9
> Cc1cccc(N(C(=O)CCC(=O)Nc2cc(C)on2)C(C(=O)NC2CCCC2)c2ccc(C)o2)c1 (stereo not given)
  1	-6	-17	2	1	-2	-4	2.9	89*	1
> O=C(OCc1ccc(Cl)c(Cl)c1)c1ccccn1
  1	-18	·	6	1	-3	-2	-0.8	-5	0.9
> COc1ccccc1CNC(=O)c1cnn2c(C(F)F)cc(C)nc12
  1.1	-14	-3	10	1.1	-7	-6	0.4	0	0.9
> CC(C)N1CCN(Cc2cccn2-c2cccnc2)CC1CCO (stereo not given)
  1.1	-6	1	-5	1	-4	-7	0.8	-6	1
> O=C1C2CCCN2C(c2ccccc2F)N1c1cccc(Cl)c1 (stereo not given)
  1	-10	3	-8	1	-4	-4	1.2	-7	1.1
> O=C(NCc1ccncc1)C1CCN(S(=O)(=O)Cc2ccccc2)CC1
  1.1	-1	·	0	1	-3	-10	1.3	-6	1
> Cc1oc2ccccc2c1-c1cn2c(n1)SCC2
  1	-4	-28	8	1	0	-2	-0.3	-1	0.9
> CN(C)C(=O)c1cc([N+](=O)[O-])ccc1O
  1	2	-2	-13	1	2	1	2.2	-5	1.1
> COC(=O)c1ccc(/C=N/Nc2nc(-c3ccccc3)cs2)cc1
  1	-11	-1	0	1	4	2	4.9	-7	1
> COC(=O)c1c(C(=O)OC)c(-c2ccc(Cl)c(Cl)c2)n2c1CCC2
  1	-11	-8	0	1.1	-6	-4	2.2	10	1
> CCCCC(NC(=O)c1ccc(Cl)cc1)C(=O)O (stereo not given)
  1	-12	-6	7	1	-5	4	0.9	86*	0.9
> Cn1c(SCC(=O)NC2CCCC2)nnc1-c1ccc(S(=O)(=O)N2CCOCC2)cc1
  1.1	-1	-4	9	1.1	-6	-12	1.5	-4	0.9
> COc1ccc(CNc2nc(SCC(=O)NCc3ccco3)nc3ccccc23)cc1
  1	-7	-2	-10	1	-2	-3	0.5	37	1.1
> CCOC(=O)N1CCN(C(=O)c2cn(-c3ccc(C)c(C)c3)c(=O)c3ccccc23)CC1
  1	-2	-23	-1	1	0	0	1.6	-6	1
> Cc1cc[n+](-c2nc3ccccc3nc2C(=C=[N-])C#N)cc1
  1	16	0	28	0.8	18	1	0.3	-9	0.7
> CCOC(=O)C1(Cc2cccc(F)c2)CCN(Cc2cnn(CC)c2C)CC1
  1	-4	10	-28	1.1	-5	1	0.4	69*	1.3
> CCNC(=S)N/N=C(\C)c1ccc2ccccc2c1
  1	-12	4	-7	1	-1	-2	1.7	12	1.1
> CCC(Sc1nnc(-c2ccc(C)c(Cl)c2)n1CC)C(=O)Nc1nccs1 (stereo not given)
  1.1	1	-19	-3	1.1	-8	-6	-0.7	0	1
> Cc1cccc(C)c1NC(=O)CCCSc1nnc(-c2ccc(F)cc2)n1-c1ccccc1
  1.1	-33	12	19	1.1	-6	-9	0.9	22	0.8
> COc1ccc(C)cc1C(=O)CCC(=O)NC1CCCCC1
  1	-10	-1	-3	1	-4	-1	2.6	12	1
> O=C(NCCN1CCN(c2ccccc2)CC1)C1(S(=O)(=O)c2ccc(Cl)cc2)CC1
  1	2	-42	2	1.1	-6	-2	0.6	7	1
> CC(=O)Nc1ccc(Nc2cc(C)nc3c(-c4ccccc4)c(C)nn23)cc1
  1	-52	-2	24	1	4	-3	0.1	85*	0.8
> O=C(c1ccc(Cl)cc1)N1CCC(O)(CSc2ccccc2)CC1
  1	-2	·	-2	1	1	-3	-0.2	10	1
> CCCOC(=O)NC(CC)COC(=O)Nc1cccc(C)c1C (stereo not given)
  1.1	-9	6	8	1	1	-5	-0.4	0	0.9
> CCOC(=O)c1cc(-c2cccc([N+](=O)[O-])c2)n[nH]1
  1	62*	0	-7	1	-2	-4	1.4	-6	1.1
> CCOc1ccc(-n2c(C)nc3c(cnn3-c3ccc(Cl)cc3)c2=O)cc1
  1.1	-11	-9	12	1	-3	-6	3.8	-1	0.9
> CCOc1ccc(S(=O)(=O)Nc2nc3cc(OC)ccc3s2)cc1
  1	-11	11	2	1	-4	-4	7.0	-4	1
> C=CCc1cccc2cc(NC(C)=O)c(=O)oc12
  1.1	-14	2	16	1	-4	-6	2.7	-3	0.8

3 of the compounds above, as a markdown table.
| canonical_smiles | FLuc stim CS | TNAP inh no acc | APP 5UTR inh | bIAP inh | TNAP act hiacc | TNAP inh hiacc | FLuc inh counter | RAM network inh | L major viab | bIAP act |
| --- | --- | --- | --- | --- | --- | --- | --- | --- | --- | --- |
| CC(=O)Nc1ccc(Nc2cc(C)nc3c(-c4ccccc4)c(C)nn23)cc1 | 1 | -52 | -2 | 24 | 1 | 4 | -3 | 0.1 | 85* | 0.8 |
| O=C(c1ccc(Cl)cc1)N1CCC(O)(CSc2ccccc2)CC1 | 1 | -2 | · | -2 | 1 | 1 | -3 | -0.2 | 10 | 1 |
| CCCOC(=O)NC(CC)COC(=O)Nc1cccc(C)c1C (stereo not given) | 1.1 | -9 | 6 | 8 | 1 | 1 | -5 | -0.4 | 0 | 0.9 |
